Screening results from PubChem.
Statin myotox sup = protects C2C12 myotubes from simvastatin toxicity; ATP luminescence, 48 h; scaled: DMSO 0, geranylgeraniol control 100; rescue of ATP level, % at 7.49 µM; hit rate 0.78% among 330,000; AID 602340;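 active = mean ATP rescue above about 67%, or every replicate alone reaching that limit, limit read from the data, passing the limit was not always enough; inconclusive = no clear call, values can overlap the other calls; inactive = mean under the limit and some replicate under it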;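 note: myotubes were challenged with 10 µM simvastatin during compound exposure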
SIRT5 block = blocks human SIRT5 desuccinylation of peptide; Purified SirT5, succinyl-peptide AMC, trypsin-coupled fluorescence; AID 652115; inhibition, % at 15 µM; hit rate 1.1% among 330,000; in the data active = inhibition above about 15%; inconclusive = no clear call, values can overlap the other calls
ERAP1 HTS inh = ERAP1 (human) enzyme inhibition. AID 652197. inhibition, % at 10.7 µM. recombinant ERAP1, Leu-AMC fluorescence, 60 min. hit rate 0.15% among 340,000. Q9NZ08;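 active = mean replicate inhibition of at least 30%, or all replicates individually reaching that 30% level; inactive = mean below 30% and not every replicate reaching it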;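 note: 0% = neutral control wells and 100% = L-leucinethiol positive control wells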
Target sequence (Q9NZ08 whole entry, looked up): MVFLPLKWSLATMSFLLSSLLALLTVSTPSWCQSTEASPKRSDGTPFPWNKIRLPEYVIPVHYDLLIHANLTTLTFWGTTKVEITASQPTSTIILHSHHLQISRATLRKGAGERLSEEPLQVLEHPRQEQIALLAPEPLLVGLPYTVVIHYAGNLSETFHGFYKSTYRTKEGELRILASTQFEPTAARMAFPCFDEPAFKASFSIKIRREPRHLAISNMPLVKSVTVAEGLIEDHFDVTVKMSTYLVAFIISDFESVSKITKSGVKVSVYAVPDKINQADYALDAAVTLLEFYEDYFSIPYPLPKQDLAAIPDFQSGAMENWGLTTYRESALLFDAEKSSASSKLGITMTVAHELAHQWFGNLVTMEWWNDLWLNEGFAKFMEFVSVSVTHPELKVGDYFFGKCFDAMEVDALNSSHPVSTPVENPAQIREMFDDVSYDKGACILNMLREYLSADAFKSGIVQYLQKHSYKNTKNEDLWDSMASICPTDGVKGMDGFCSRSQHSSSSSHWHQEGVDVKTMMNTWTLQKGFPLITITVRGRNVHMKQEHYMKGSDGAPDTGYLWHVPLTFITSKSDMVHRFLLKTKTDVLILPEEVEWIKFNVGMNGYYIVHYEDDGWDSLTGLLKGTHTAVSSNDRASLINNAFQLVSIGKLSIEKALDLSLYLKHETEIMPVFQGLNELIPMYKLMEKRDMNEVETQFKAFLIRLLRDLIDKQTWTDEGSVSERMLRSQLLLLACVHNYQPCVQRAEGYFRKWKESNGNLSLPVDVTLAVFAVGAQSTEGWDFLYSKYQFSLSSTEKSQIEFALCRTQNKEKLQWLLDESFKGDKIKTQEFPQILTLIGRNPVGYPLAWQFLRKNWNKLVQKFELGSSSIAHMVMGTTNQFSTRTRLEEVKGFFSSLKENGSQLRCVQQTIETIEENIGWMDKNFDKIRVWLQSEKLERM
LGR2 antag = Drosophila LGR2 receptor signaling inhibition. AID 720647. hit rate 0.35% among 380,000. HEK293 LGR2, CRE-luciferase, bursicon-stimulated, 4 h. inhibition, % at 9.99 µM;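 active = drop in luminescence signal, shown as inhibition above about 50% in the replicate tests, limit read from the data, passing the limit was not always enough; inconclusive = probably only some replicates passing the limit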;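 note: agonist challenge used bursicon conditioned medium at about half maximal strength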
XiGFP reactiv = reactivates the inactive X chromosome in mouse fibroblasts; XiGFP mouse fibroblasts, % GFP-positive cells imaging, 3 d; cells co-treated with 5-aza-dC sensitizer; scaled so ellipticine positive control = 100%; activation, % at 7.58 µM; hit rate 0.055% among 360,000;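 active = mean normalized replicate activation at least 10% and every replicate at or above 10%; inconclusive = only one of the two criteria met; inactive = mean below 10% and not all replicates reach 10%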;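 note: 0% = median of on-plate neutral control wells and 100% = ellipticine 6 µM median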
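Material: SV40-immortalized XiGFP fibroblast cells, line 68-5-11 | Buffer or medium: DMEM containing 5-aza-dC | Dosing: One concentration, pinned | Times: 3 d treatment, 15 min room-temperature fixation | Controls: Ellipticine 6 µM positive control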
PGC1a acetyl inh = PGC1a acetylation modulation, inhibitor mode; U2OS PGC1a acetylation, AlphaScreen anti-acetyl-lysine; with virally co-expressed GCN5 acetyltransferase; inhibition, % at 15.6 µM; hit rate 0.17% among 350,000; AID 651687;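 active = every replicate shows inhibition of at least 40%; inconclusive = mean inhibition at least 40% but some replicate below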;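 note: 0% = neutral control wells and 100% = positive control wells; some results beyond the cut were filed as inactive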
S100A4 MyoIIA = inhibitors of human S100A4 binding to myosin IIA peptide. S100A4/TAMRA-MyoIIA peptide fluorescence polarization. inhibition, % at 10.7 µM. hit rate 0.14% among 360,000. AID 652163;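 active = mean inhibition of at least 70% across replicates, with every replicate also reaching that level; inconclusive = mean inhibition reaches 70% but some replicates fall short; inactive = mean inhibition below 70%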
Target sequence (P26447 whole entry, looked up): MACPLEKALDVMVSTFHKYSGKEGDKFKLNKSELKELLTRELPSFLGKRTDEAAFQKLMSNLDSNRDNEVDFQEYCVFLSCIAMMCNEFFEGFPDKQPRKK
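Material: S100A4 monomer protein / Buffer or medium: 50 mM HEPES pH 7.2, 10 mM CaCl2, 100 mM KCl / Times: 5 min incubation before reading / Benchmarks: neutral control DMSO, positive control TFP / Reagent: labelled myosin peptide probe, 5 nM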
Cneo AK release = causes C. neoformans cell lysis; adenylate kinase release luminescence, 4 h; normalised: neutral wells 0, clomiphene wells 100; lysis activity, % at 15 µM; hit rate 0.2% among 360,000; AID 651654;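 active = mean lysis activity across replicates of at least 80%, whatever share of replicates individually reach that level; inactive = mean lysis activity below 80%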
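Test system: log-phase Cryptococcus neoformans yeast cells. Input: 5 × 10^6 yeast cells/mL. Medium: fresh YPD growth medium. Doses: single dose. Incubation: static 4 h at 37 °C with compound, 1 h detection. Measured by: luminescent adenylate kinase detection reagent. Read-out: signal increase indicating cell lysis. Benchmarks: Clomiphene.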
* marks the source's active call; other numbers are inactive results; ? = inconclusive; / = not tested or not shown.

SMILES	Statin myotox sup	SIRT5 block	ERAP1 HTS inh	LGR2 antag	XiGFP reactiv	PGC1a acetyl inh	S100A4 MyoIIA	Cneo AK release
CCCNC(=O)Nc1ccc2c(c1)OC[C@H](C)N(Cc1ccncc1)C[C@H](C)[C@@H](OC)CN(C)C2=O	-17	0	-3	5	0.0	-7	1	-4
Cc1cc(-c2nnc(SCC(=O)Nc3c(C)cccc3C)n2N)n[nH]1	-11	-3	-2	0	0.2	-1	1	-2
CS/C(N)=N/S(=O)(=O)c1ccc(NC(C)=O)cc1	/	-3	-1	8	0.3	/	-1	/
CCOC(=O)N/N=C/c1ccc(F)cc1	-2	-5	0	-9	/	3	0	0
O=C(NNC(=O)c1ccc(Br)s1)c1csc(N2CCOCC2)n1	-3	0	-1	0	0.3	1	3	-1
O=C(CN1CCN(c2ccccc2F)CC1)Nc1nnc(C(F)(F)F)s1	/	-4	2	-9	0.2	-14	-1	/
Cc1ccc(CSCCNC(=O)CN2C(=O)c3ccccc3S2(=O)=O)cc1	/	2	1	-17	/	/	9	/
C=CCC(=O)NC1CC(C)(C)Cc2c1cnn2-c1ccccc1C (centres undefined)	23	-3	0	-10	0.2	/	0	0
COc1ccccc1C(=O)N/C(=C/c1ccc(Br)cc1)C(=O)NCCCn1ccnc1	-4	-1	1	2	0.1	-9	3	6
CCCCn1c(N)c(N(CCOC)C(=O)c2cccc(-n3cnnn3)c2)c(=O)[nH]c1=O	-1	-3	11	-5	-0.1	/	-9	0
COc1ccc(-c2nc(CS(=O)CC(=O)NC3CCCC(C)C3C)c(C)o2)cc1OC (centres undefined)	17	-2	1	-12	0.2	4	-2	-2
O=C(NNC(=O)c1cc2cc3ccccc3nc2s1)c1cccc(C(F)(F)F)c1	-18	/	/	8	/	2	/	4
O=C(O)c1ccc2[nH]c3c(c2c1)CCCC3	-7	-6	-3	1	0.0	/	-1	11
CO[C@H]1CN(C)C(=O)c2ccc(NC(=O)NC(C)C)cc2OC[C@@H](C)N(Cc2cncnc2)C[C@@H]1C	8	/	/	-7	0.2	-2	/	/
C[C@@H](NC(=O)[C@@H]1[C@@H](CO)[C@@H]2Cn3c(cccc3=O)[C@H]1N2Cc1ccccc1)c1ccccc1	-8	7	-2	0	0.7	/	-6	47
COc1ccccc1NC(=O)C1CCN(C(=O)c2ccco2)CC1	5	2	2	5	0.0	/	-4	5
CCN1CCN(c2nnc(-c3ccccc3)c3ccccc23)CC1	-2	0	1	4	0.0	?	-1	-5
O=C(CC1CC1)Nc1ccc2c(c1)[C@H]1C[C@@H](CC(=O)NC3CCCCC3)O[C@H](CO)[C@H]1O2	4	-3	0	-16	-0.1	3	0	-4
CC(C)(C)n1nc2c(c1NC(=O)Cc1cccc3ccccc13)CS(=O)C2 (centres undefined)	-6	0	0	10	0.0	-6	-2	0
O=C(NCC(=O)N1CCN(c2ccccc2F)CC1)c1ccc(Br)o1	7	0	3	-10	0.1	/	9	4
O=c1[nH]c(-c2ccccc2Cl)nc2c1sc(=S)n2-c1ccccc1	/	1	-2	-19	0.0	-4	6	/
Cc1ccc(N2CCN(S(=O)(=O)c3ccc4c(c3)oc(=O)n4C)CC2C)cc1 (centres undefined)	2	-2	-5	-10	0.0	-2	0	0
COc1ccc(NC(=O)Nc2ccc3c(c2)CC(=O)N([C@H](C)CO)C[C@H](C)[C@@H](CN(C)C(=O)Nc2ccc(F)cc2)O3)cc1	-23	4	2	-19	-1.0	7	-4	-1
COc1ccc(S(=O)(=O)N(C)C[C@H]2Oc3c(NS(=O)(=O)c4ccccc4)cccc3C(=O)N([C@H](C)CO)C[C@H]2C)cc1	52	-1	2	-12	-1.2	5	-8	2
Cc1cc(C#N)c(C)n1-c1cc(C(F)(F)F)ccc1N1CCOCC1	14	-1	-3	-1	/	-29	1	-1

Remaining list, next part
SMILES	Statin myotox sup	SIRT5 block	ERAP1 HTS inh	LGR2 antag	XiGFP reactiv	PGC1a acetyl inh	S100A4 MyoIIA	Cneo AK release
Cc1nn(-c2ccccc2)c(Oc2ccccc2)c1C=O	-10	-6	0	-10	0.2	2	-9	-1
CC(C)c1cc(C(=O)Nc2cc(Cl)ccc2O)no1	16	/	/	-75	/	-9	/	2
COc1cccc(C=CC(=O)C=CC=Cc2ccccc2)c1	13	-1	0	19	0.0	2	0	1
COc1ccc(Cl)cc1C(=O)Nc1cc(=O)n(C)c(=O)n1C	7	0	2	-10	0.2	-7	-12	0
Cc1ccc2nc(NS(=O)(=O)c3cn(C)nc3C)sc2c1	7	-1	-3	19	0.3	/	-1	-2
C[C@@H]1CN(Cc2nnnn2CC(=O)NCCCn2cccn2)C[C@H](C)O1	-3	-6	5	14	0.0	8	-1	1
Cc1ccc(OCC(=O)N/N=C2/SCC(=O)N2Cc2ccccc2)cc1	/	-1	-3	/	0.1	/	-3	/
CN(C)CC(=O)N[C@@H]1CC[C@@H](CCn2cc(C3CC3)nn2)O[C@H]1CO	-4	2	5	-7	0.1	3	6	-1
O=[N+]([O-])c1ccc2nc(SCc3cn4ccccc4n3)[nH]c2c1	/	-9	1	-9	0.0	/	-16	/
CC1Nc2ncnc(N3CCc4ccccc4C3)c2N(Cc2ccccc2)C1=O (centres undefined)	16	0	-4	-2	0.0	7	-7	1
O=C(Cc1cccnc1)N1[C@H](CNCC2CCC2)[C@H](c2ccccc2)[C@@H]1CO	9	10	/	-4	0.3	-4	0	10
COc1cc(OC)cc(-c2c(C#Cc3ccsc3)c3cc(-c4ccc(C(N)=O)cc4)ccc3n2C)c1	-3	-6	-1	9	0.0	-4	4	2
COC(=O)c1c(C)nn(-c2ccc(OC(F)(F)F)cc2)c1-c1snnc1C	-11	-4	-1	25	-0.1	6	3	3
COc1ccc(OC2C(=O)N(c3cc(C)ccc3C)C2c2ccc(OC)c(OC)c2)cc1 (centres undefined)	1	/	/	20	0.0	-2	/	-1
COc1ccc(CCn2nnnc2CN2CCN(C(=O)c3ccco3)CC2)cc1OC	-1	0	1	-26	0.0	0	-1	/
CC(=O)N(C)C[C@H]1Oc2ncc(C#Cc3ccccc3F)cc2C(=O)N([C@@H](C)CO)C[C@H]1C	2	-2	-2	8	-0.3	15	6	-2
O=C(Nc1ccc(F)cc1)c1nn(-c2ccccc2)c(=O)cc1Cl	/	3	1	75*	0.0	23	-6	/
CCOc1ccc(N2C(=O)CC(Sc3n[nH]c(-c4ccccc4)n3)C2=O)cc1 (centres undefined)	/	-2	-4	17	0.0	/	-12	/
COc1cccc(-c2ccc([C@@H]3[C@H]4CN(C(=O)NC(C)C)CC(=O)N4[C@H]3CO)cc2)c1	/	-4	2	-10	0.2	-15	-12	/
CO[C@@H]1CN(C)C(=O)c2cc(NS(=O)(=O)c3ccccc3C)ccc2OC[C@H](C)N(S(C)(=O)=O)C[C@H]1C	9	-4	1	-8	0.4	0	-6	-3
CC1=C(C(=O)Nc2ccc(Cl)cc2)C(c2ccncc2)C(C#N)=C(SCC(N)=O)N1 (centres undefined)	/	2	8	0	/	2	-2	/
CC(C)NC(=O)Nc1ccc2c(c1)C(=O)N([C@H](C)CO)C[C@H](C)[C@@H](CN(C)C(=O)Nc1ccc(F)cc1)OCCCC[C@@H](C)O2	/	0	1	5	0.1	10	-10	-1
CCOc1ccc(CNC(=O)C2CCN(S(=O)(=O)CC)CC2)cc1OC	4	/	2	-4	/	1	-10	-1
CC(C)NC(=O)c1cc(-c2ccco2)nn1-c1ccc(Cl)cc1	-4	6	3	/	/	36	-6	/
Cc1ccc(S(=O)(=O)Nc2ccc(F)c(F)c2O)cc1	/	-2	-1	7	0.4	/	-1	/

(cont.)
SMILES	Statin myotox sup	SIRT5 block	ERAP1 HTS inh	LGR2 antag	XiGFP reactiv	PGC1a acetyl inh	S100A4 MyoIIA	Cneo AK release
COc1ccc(S(=O)(=O)Nc2ccc3c(c2)C(=O)N([C@H](C)CO)C[C@H](C)[C@@H](CN(C)C(=O)Nc2cccc4ccccc24)OCCCC[C@H](C)O3)cc1	-2	/	/	22	-1.2	-43	/	-1
C[C@@H]1CN([C@@H](C)CO)C(=O)Cc2cc(NC(=O)C3CC3)ccc2O[C@H]1CN(C)C(=O)Nc1ccc(C(F)(F)F)cc1	-16	-3	2	0	0.0	-6	7	-6
O=C(CCS(=O)(=O)c1cc2c(cc1Cl)NC(=O)CO2)NCCc1ccccc1	-7	-1	-2	2	0.0	-14	-8	-14
CCCNC(=O)C[C@@H]1CC[C@@H]2[C@@H](COc3ccc(NC(=O)Nc4ccccc4)cc3C(=O)N2C)O1	-3	/	/	-5	0.0	5	/	-1
CC1CC(C)CN(c2cc(=O)n(Cc3ccc(F)cc3)c(=O)[nH]2)C1 (centres undefined)	1	-7	3	15	0.0	1	-1	4
COCC(=O)Nc1ccc2c(c1)OC[C@@H](C)N(C(=O)c1ccncc1)C[C@@H](C)[C@H](OC)CN(C)C2=O	2	-4	1	-5	0.0	-4	-19	-1
CO[C@@H]1CC[C@H]2CCN(C)C(=O)[C@@H](C)N(C)C(=O)c3cccc(C#N)c3OC[C@@H]1O2	7	/	/	-6	0.0	/	/	0
CO[C@H]1CN(C)C(=O)c2ccc(NC(=O)C3CCC3)cc2OC[C@H](C)N(CC2CCCCC2)C[C@H]1C	2	/	/	4	-0.6	-5	/	/
COc1ccc(C2Nc3ccccc3C(=O)N2Cc2ccccc2)cc1 (centres undefined)	20	-13	-6	11	0.0	/	-22	1
CCCc1[nH]nc2c1C(c1ccsc1)C(C#N)=C(N)O2 (centres undefined)	/	-4	7	7	-0.1	/	-4	/
Cc1c(C=O)c(Cl)n(C)c(=O)c1C#N	/	6	-2	-13	0.0	12	-19	/
CCCN(C)C[C@@H]1Oc2cc(C#Cc3ccncc3)ccc2S(=O)(=O)N([C@@H](C)CO)C[C@@H]1C	17	-2	2	-14	0.5	-7	-8	-2
C[C@@H]1CN([C@@H](C)CO)C(=O)c2cc(NC(=O)NC3CCCCC3)ccc2O[C@@H](C)CCCCO[C@H]1CN(C)CC1CC1	/	3	2	-5	0.0	-3	5	7
CCOc1cc(/C=C(\C#N)C(=O)NCC2CCCO2)ccc1O (centres undefined)	/	/	8	-6	0.0	14	-3	9
O=C(C[C@@H]1C/C=C\CC[C@@H](Cc2ccc(F)cc2)C(=O)OC[C@@H]2CCCN2C1=O)NCCO	2	2	0	-9	0.1	11	-8	-2
O=C(NCc1nc(-c2ccc(C(F)(F)F)cc2)no1)c1cccs1	/	-3	-1	-12	-0.1	-4	0	/
Cc1ccc(NC(=S)c2nc3ccccc3[nH]2)c(C)c1	/	/	/	-38	0.0	2	/	-19
C[C@@H]1CN([C@H](C)CO)C(=O)c2cc(-c3ccc(C#N)cc3)cnc2O[C@@H]1CN(C)Cc1cncnc1	1	-3	0	-19	0.7	-4	-4	-3

An excerpt from above, showing only XiGFP reactiv, Statin myotox sup and Cneo AK release.
mol	XiGFP reactiv	Statin myotox sup	Cneo AK release
O=C(CCS(=O)(=O)c1cc2c(cc1Cl)NC(=O)CO2)NCCc1ccccc1	0.0	-7	-14
CCCNC(=O)C[C@@H]1CC[C@@H]2[C@@H](COc3ccc(NC(=O)Nc4ccccc4)cc3C(=O)N2C)O1	0.0	-3	-1
CC1CC(C)CN(c2cc(=O)n(Cc3ccc(F)cc3)c(=O)[nH]2)C1 (centres undefined)	0.0	1	4

These rows are one share of the data; rates above refer to the full screens.
